P. falciparum M1AAP – malaria alanyl aminopeptidase activity blockers – biochemical, fluorogenic H-Leu-NHMec substrate, 1536-well (AID 1445). recombinant M1AAP, H-Leu-NHMec fluorogenic kinetic assay; higher % means a stronger effect. inhibition, % at 30 µM, or IC50 in µM where a hit was titrated. 220,000 tested, 0.42% active;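 active = primary inhibition above the hit cutoff, then over 50% inhibition at one or more dose response concentrations, cut at about 23% in these data, passing the limit was not always enough; inconclusive = conflicting primary data, or primary hits not chosen for dose response; inactive = low primary inhibition, or under 50% at every dose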;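 also: plate controls were DMSO full reaction for no effect and no enzyme background for full effect; strong numbers were not always called active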
WT yeast gro inh – growth inhibition of WT yeast, mitochondrial fusion screen. mitochondrial fusion phenotypic screen, WT strain. inhibition, % at 10 µM. 190,000 tested, 2.1% active. AID 1362; in the data active = inhibition above about 58%; tested in S. cerevisiae
MT stabilizer – microtubule stabilizers in HeLa cells; HeLa tubulin immunostaining HCS, 24 h; share of cells brighter than vehicle mean+2SD; % tubulin-high responders, % at 10 µM; 200,000 tested, 0.83% active; AID 2205;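 active = plate Z-score above 3 for both tubulin-high and condensed-nucleus cell shares, with cell loss under 80%, at 10 µM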;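 also: anti alpha tubulin signal scored within the nucleus-defined area of each cell; some results filed as inactive read as strong as hits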
Autophagy mod – alters autophagy in cells. MEF GFP-LC3 puncta imaging; test concentration mostly 10 µM. calls only at 10 µM (by protocol). 190,000 tested, 0.98% active;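 active = percentage of spot-positive cells more than 3 SD above its plate mean, without a fluorescence outlier flag or 80% toxicity; inconclusive = no clear call, values can overlap the other calls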;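 also: spot-positive cell cutoff set from DMSO-treated cells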
T cell modulator – modulates CD8 T cell binding to vesicles; 2C CD8+ T cell-vesicle binding, flow cytometry; stronger effect = lower value; calls only at 7 µM; 330,000 tested, 0.068% active;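 active = response, share of CD8 T cells binding vesicles, and their 90th percentile fluorescence all below set limits, cut at about 80% in these data, passing the limit was not always enough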
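Assay system: 2C TCR transgenic mouse naive CD8+ T cells, MACS-purified | Read-out: CD8+ gate FL2 mean fluorescence as % of same-row positive control | Signal: High-throughput flow cytometry with anti-B7-1 and anti-CD8 staining | Timing: Binding step 1.5 h, 37 °C, antibody labelling 20 min, ice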
b-catenin transl – modulators of beta-catenin nuclear translocation. HeLa beta-catenin nuclear translocation, immunofluorescence imaging. nuclear translocation activity, % at 5 µM. 190,000 tested, 0.3% active;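 active = nuclear translocation activity above 50% at 5 µM, with a well cell count of 50 or more; inconclusive = wells under 50 cells across six images, flagged as toxic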;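 also: per-cell ratio of nuclear to cytoplasmic median beta-catenin stain intensity; plate controls were DMSO negative control for no effect and GSK-3 inhibitor IX positive control for full effect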
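Read-out: Nuclear/cytoplasmic beta-catenin signal ratio, % activation | Assay system: Human HeLa cell line | Times: 24 h compound exposure at 37°C, 5% CO2 | Signal: Fluorescence imaging of beta-catenin antibody stain plus DAPI | Dosing: 5 µM primary, 0.02–20 µM confirmation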
Dynein transport – dynein cargo transport inhibition. 3617.4 mouse cells, GR-EGFP nuclear translocation imaging; test concentration mostly 20 µM; stimulated with dexamethasone, 1 µM; stronger effect = lower value. z-score, hits read low. 220,000 tested, 0.47% active. AID 1381;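 active = plate z-score of nuclear minus cytoplasmic receptor signal below a set negative limit, without overly bright fluorescence or cell loss, cut at about -3.5 in these data, passing the limit was not always enough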;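 also: z-score of nuclear minus cytoplasmic ring GR-EGFP intensity difference per well; some compounds called inactive have numbers as strong as hits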
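Buffer or medium – tet-free medium with charcoal-stripped serum · Signal – automated 10x imaging of fixed Hoechst-stained cells · Also added – dexamethasone agonist, 1.0 µM final, for 30 min · Incubation – induction 48 h, compound 1 h, agonist 30 min · Read-out – GR-EGFP nuclear translocation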
M17LAP inhibition – P. falciparum M17LAP inhibitors, primary screen, biochemical, fluorogenic H-Leu-NHMec substrate, 1536-well (AID 1619); recombinant M17LAP, H-Leu-NHMec fluorogenic kinetic assay; higher % means a stronger effect; inhibition, % at 30 µM, or IC50 in µM where a hit was titrated; 220,000 tested, 0.38% active;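 active = compound inhibiting the enzyme by more than half at any dose during confirmatory dose-response retesting; inconclusive = strong single-dose inhibitors picked by rank but not retested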;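 also: plate controls were full reaction with DMSO carrier for no effect and no enzyme background for full effect; strong numbers were not always called active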
Yfh1-off respiration – mitochondrial function rescue without frataxin homolog – Friedreich's ataxia, plus single-dose screen, dose response (AID 1465) | S. cerevisiae Yfh1-off respiration, WST-1 reduction, 72 h; higher fold induction means a stronger effect | fold induction at 50 µM, or EC50 in µM where a hit was titrated | 220,000 tested, 0.074% active;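 active = fold induction of absorbance versus untreated yeast above a set limit, then at least 30% activation at any dose in follow-up; inconclusive = repeats straddling the limit, or above it without dose testing; inactive = fold induction below the set limit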;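 also: activators that raise dye reduction in frataxin-depleted yeast; strong numbers were not always called active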
WT yeast gro inh mutant strain – further read-out of WT yeast gro inh, marked with its call; inhibition, %; mitochondrial fusion phenotypic screen, mutant strain inhibition
Dynein transport cytoplasmic EGFP – further read-out of Dynein transport, marked with its call; z-score; measured here: cytoplasmic GR-EGFP intensity; stronger effect = higher value
Dynein transport nuclear GR-EGFP – recorded beside Dynein transport, whose call it bears; z-score; measured here: nuclear GR-EGFP intensity;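 lower value marks the stronger effect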
Dynein transport cell count – second read-out of Dynein transport, no call of its own (marks repeat the call); z-score; measured here: cell count per field
b-catenin transl cell count 5 µM – recorded beside b-catenin transl, whose call it bears; cell count; measured here: cell count, cytotoxicity flag
T cell modulator vesicle-bound % – recorded beside T cell modulator, whose call it bears; double positive events, %; measured here: CD8+ vesicle-bound cell fraction;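 binding gate set so that unloaded-vesicle control wells show 10% double positive cells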
MT stabilizer Hoechst-high % – recorded beside MT stabilizer, whose call it bears; % Hoechst-high responders; measured here: nuclear condensation Hoechst responders;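 share of cells brighter than vehicle mean plus two SD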
MT stabilizer cytotoxicity % – recorded beside MT stabilizer, whose call it bears; toxicity, %; measured here: cytotoxicity by cell density;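 0% = mean cell density of plate MIN control wells and 100% = no cells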
Autophagy mod cell loss 18 h – also measured in Autophagy mod; calls as there; toxicity, %; measured here: cell loss, nuclei count;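 cell loss after 18 h compound exposure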
An asterisk follows results filed as active; i = inactive; ? = inconclusive; · = no result given; + = active, no number.

SMILES	P. falciparum M1AAP	WT yeast gro inh	WT yeast gro inh mutant strain	MT stabilizer	MT stabilizer Hoechst-high %	MT stabilizer cytotoxicity %	Autophagy mod	Autophagy mod cell loss 18 h	T cell modulator	T cell modulator vesicle-bound %	b-catenin transl	b-catenin transl cell count 5 µM	Dynein transport	Dynein transport cytoplasmic EGFP	Dynein transport nuclear GR-EGFP	Dynein transport cell count	M17LAP inhibition	Yfh1-off respiration
CN(C)C(=O)/C(=C\c1ccc(-c2cccc([N+](=O)[O-])c2)o1)NC(=O)c1ccccc1	19.2%	1.7	0.6	3.1	2.1	9.4	i	8.1	i	19.1	-3.0	1110	-0.559	-0.305	-0.335	0.856	0.3%	i
CC(C)(C)NC(=O)/C=N/O	4.7%	0.5	30.5	3.5	3.0	5.7	i	-10.8	i	40.3	-1.0	1063	-0.918	-0.307	-0.697	0.688	4.1%	i
COc1ccc(Cl)cc1NC(=O)CSc1nnc(CNC(=O)c2ccco2)o1	2.0%	-3.0	10.6	3.3	2.1	6.9	i	10.0	i	53.8	-0.3	1087	-0.56	-0.32	0.374	0.466	-0.4%	i
Cc1ccc2c(c1)Oc1ccc([N+](=O)[O-])cc1C(=O)N2	4.7%	-46.2	-20.9	3.7	2.6	9.4	i	-14.3	i	46.3	0.6	1127	0.859	-0.246	0.353	0.663	10.2%	i
CC(C)(C)n1nnnc1CN1CCN(C(c2ccccc2)c2ccccc2)CC1	-0.4%	12.6	-8.8	3.2	2.0	8.2	i	-3.1	i	44.2	·	·	-0.277	-0.141	-0.26	0.884	-20.5%	·
COc1ccc(C(=O)N/N=C(\C)CC(=O)Nc2ccc(Cl)cn2)cc1	1.8%	·	·	·	·	·	·	·	i	13.2	-1.3	1349	-0.347	-0.267	-0.237	1.13	10.5%	i
Cc1nc2ccccc2c(=O)n1/N=C/c1cccs1	6.8%	-4.9	12.1	8.7	1.8	11.6	i	4.3	i	45.6	0.6	1084	-0.161	-0.353	-0.0546	0.782	5.9%	i
CO[C@H]1C=CO[C@@]2(C)Oc3c(C)c(O)c4c(O)c(c(C=NN5CCN(C)CC5)c(O)c4c3C2=O)NC(=O)C(C)=CC=C[C@H](C)[C@H](O)[C@@H](C)[C@@H](O)[C@@H](C)[C@H](OC(C)=O)[C@@H]1C	?	1.4	-7.1	1.9	2.0	1.1	i	13.5	i	56.3	-1.5	538	0.285	0.0567	0.619	0.509	55.5%	?
O=C1CN2C(=N1)N(Cc1ccccc1)c1ccccc12	-8.6%	0.5	1.3	1.5	2.1	20.5	i	0.8	i	45.2	·	·	-1.3	-0.264	-0.561	0.385	-6.5%	i
Cc1oc(/N=C/c2ccc(O)cc2O)c(C#N)c1C	11.6%	7.8	-19.6	2.3	1.9	0.4	i	-9.8	i	45.1	1.3	1053	0.341	0.0532	-0.114	0.523	-1.7%	i
CCOc1ccc2[nH]c3c(N4CCN(c5ccccn5)CC4)ncnc3c2c1	-6.1%	43.3	27.4	5.2	4.1	4.8	+	6.1*	i	2.2	·	·	-0.2	-0.0883	0.212	0.311	-2.7%	i
CCN(CC)CCCNC(=O)c1cc2c(Cl)nc3ccccc3c2s1	-2.1%	7.6	5.8	4.0	2.3	2.2	i	56.0	i	46.3	0.8	1030	-0.47	-0.208	-0.135	0.459	1.6%	i
O=C(NC(=S)N1CCc2ccccc21)c1ccco1	5.0%	24.0	22.7	2.3	2.3	6.3	i	22.4	i	56.6	0.0	1568	0.758	-0.00464	0.586	-2.66	12.6%	i
CCc1ncc(C)nc1CC	-6.2%	·	·	·	·	·	·	·	i	11.5	1.4	1244	1.17	-0.625	1.37	-1.26	-1.2%	i
O=C(NC1CCCc2ccccc21)c1ccc(=O)[nH]c1 (stereo unspecified)	3.7%	5.3	-1.6	2.8	3.0	8.2	i	2.2	i	36.7	-0.6	1242	0.956	-0.186	-0.588	-0.586	-0.1%	i
Oc1c(N=Nc2ccccc2)sc2ccccc12	-0.1%	·	·	·	·	·	·	·	i	54.6	-0.1	1285	-0.284	-0.12	0.33	-0.113	-3.6%	i
CCn1c2ccccc2c2cc(C3C(C#N)=C(N)Oc4n[nH]c(COC)c43)ccc21 (stereo unspecified)	9.1%	8.6	13.8	3.3	0.8	12.9	i	-5.4	i	29.2	2.0	763	0.39	0.199	0.306	0.495	-3.6%	i
COc1ccc(C2/C=C\CN(C(=O)Nc3ccc(C(F)(F)F)cc3)CC(=O)N2Cc2ccc(F)cc2)cc1 (stereo unspecified)	2.8%	·	·	·	·	·	·	·	i	20.3	-1.2	1192	0.26	-0.781	0.274	-0.573	1.2%	i
COCCCn1c(SCC(=O)OC2CCCCC2)nnc1-c1ccco1	2.1%	-11.7	1.4	2.1	1.9	9.8	i	-1.8	i	21.8	-0.4	1389	-1.27	-0.192	-0.55	1.81	5.4%	i
Cc1cc(C)c(S(=O)(=O)n2nc(C)c(Br)c2C)c(C)c1	1.0%	-6.5	-7.3	2.3	2.3	4.6	i	5.6	i	53.2	-0.9	567	-0.748	-0.171	0.457	0.192	-7.2%	i
COCCNC(=O)CSc1cc(-c2ccccc2)c2ccc(OC)cc2n1	7.4%	15.4	-8.6	6.5	2.0	4.4	i	1.2	i	54.0	0.5	1081	-0.424	0.202	-0.152	0.05	1.7%	i
CSc1cccc(-n2cc(-c3ccc4c(c3)OCO4)[nH]c2=O)c1	25.8%*	-14.9	-25.8	18.7*	65.5*	56.1*	i	28.4	i	14.8	161.8*	710*	0.477	0.258	1.08	-1.69	28.4%	i
CN(C)C(=O)/C(C#N)=C\c1cc(Br)c(Sc2ccc(Cl)cc2)o1	8.7%	88.0*	32.9*	2.3	3.2	3.3	i	2.3	i	51.5	-1.5	932	-0.266	-0.215	-0.166	-0.0641	13.6%	i
COCCn1c(SCC(=O)N(C)C2CCS(=O)(=O)C2)nc2ccccc2c1=O (stereo unspecified)	2.9%	5.4	-5.9	4.3	1.4	18.1	i	10.6	i	32.0	-0.6	1564	0.173	-0.214	0.544	0.337	3.5%	i
O=C(c1cccc(Cl)c1)C1CCCN(Cc2ccc(N3CCNC3=O)cc2)C1 (stereo unspecified)	1.8%	14.0	-12.1	8.5	4.8	17.2	i	-8.0	i	27.1	1.7	1474	-1.58	-0.395	-1.14	1.45	-2.3%	i
Cc1ccc(Sc2ncccc2C(=O)NC2CCCCCC2)cc1C	4.5%	-4.3	-9.2	3.7	3.1	10.4	i	1.6	i	46.3	3.5	976	-0.687	-0.253	0.306	0.573	0.8%	i
CCc1ccc(NC(=O)c2ccccc2Br)cc1	0.4%	0.6	4.2	4.0	1.6	7.1	i	10.6	i	7.2	-0.8	1072	-0.508	-0.263	-0.114	0.399	-0.4%	i
Cc1cc(C)c(S(=O)(=O)Nc2ccc(O)cc2)c(C)c1	7.2%	10.3	-0.3	1.6	1.3	9.3	i	8.2	i	63.4	2.6	1138	1.44	-0.187	0.25	0.355	-2.8%	i
O=C(Nc1ccc(S(=O)(=O)N2CCN(Cc3ccccc3)CC2)cc1)c1cnccn1	1.9%	59.7*	16.4*	2.3	1.8	7.3	i	-11.2	i	38.7	1.6	1140	1.29	-0.146	0.724	-0.972	-9.7%	i
CCCNC(=S)N1CC2(C)CN(C(=O)C(=O)OC)CC(C)(C1)C2=O	0.7%	-9.6	-0.4	4.4	3.3	4.1	i	0.1	i	47.1	-1.0	1036	-0.342	-0.217	-0.2	-0.135	7.2%	i
C/C(N)=C(/C#N)C(=O)CSc1cc(C)c2ccccc2n1	5.7%	-5.7	-1.4	2.0	1.3	4.3	i	-19.8	i	1.4	1.2	973	-0.863	-0.294	-0.321	1.16	3.1%	i
COc1cccc(-c2nc(CS(=O)CC(=O)NCc3ccccc3)c(C)o2)c1 (stereo unspecified)	6.8%	6.7	4.5	1.9	3.2	4.2	i	4.4	i	40.6	·	·	0.91	-0.00902	0.858	-1.07	-12.3%	i
CC(C)(C)C1CCC(OC(=O)CN2CCOCC2)CC1 (stereo unspecified)	1.8%	-1.1	-3.8	1.5	2.2	7.2	i	-16.4	i	29.1	·	·	0.624	-0.152	0.726	-0.598	6.5%	i
CCCCOc1ccc(CNC(=O)NS(=O)(=O)c2ccc(OCC(C)C)cc2)cc1	0.2%	-0.3	12.1	2.1	2.2	7.1	i	-3.1	i	23.7	·	·	0.839	0.082	1.39	-0.471	11.8%	i
Cc1nc2ccc([N+](=O)[O-])cc2s1	2.7%	5.4	1.5	2.6	2.2	10.9	i	13.4	i	62.4	1.0	1107	-0.742	0.185	-0.458	-0.42	5.3%	i

Screening data deposited in PubChem BioAssay by several laboratories.
